NCI-60 one-dose screen, 48 h, at 10 µM unless noted. Numbers give growth in % (100 = growth as untreated, 0 = no growth, -100 = all killed).
ACHN – ACHN renal cancer; actives 4.9% (n = 81,000)
SN12C – SN12C renal cancer cells | actives 3.8% (n = 81,000) | AID 1794767
UO-31 – UO-31 renal cancer; actives 5.2% (n = 81,000)
A498 – A498 renal cancer cells; AID 1794774; actives 5.4% (n = 76,000)
CAKI-1 – CAKI-1 renal cancer; actives 4.7% (n = 75,000)
PC-3 – PC-3 prostate cancer cells; actives 3.9% (n = 80,000); AID 1794754
TK-10 – TK-10 renal cancer cells. actives 3.9% (n = 81,000)
RXF 393 – RXF 393 renal cancer cells; actives 6.9% (n = 77,000); AID 1794773
786-0 – 786-0 renal cancer cells; actives 5.1% (n = 81,000)
Numbers without * were called inactive; nt = not tested or not shown; & = joins results of further samples. How the source made its calls: active means growth percent below 10; inactive means the rest.

1: CCC1=C(c2ccc(OC)cc2)C(C)Oc2cc(OC(C)=O)ccc21 (configuration not stated)
2: Cc1ccc(C)c(S(=O)(=O)NC2c3ccccc3Oc3ccccc32)c1
3: O=S(=O)(Nc1ccc2ccccc2n1)c1cc(Cl)ccc1Cl
4: Cc1nc2sc(C(=O)Nc3cccc(Cl)c3)c(N)c2cc1C(O)c1ccccc1 (configuration not stated)
5: CN(C)S(=O)(=O)n1cnc(C(CCO)c2ncn(S(=O)(=O)N(C)C)c2CCCO)c1 (configuration not stated)
6: CCN(CC)CCCNc1nc(C)cc(Nc2ccc3nc(C)cc(N)c3c2)n1
7: COc1ccc(-n2cc(COc3ccc4c5ccnc(C)c5n(CC(C)C)c4c3)nn2)cc1
8: O=c1cc(-c2ccccc2)oc2cc(OCCCNCc3ccccc3)cc(O)c12
screen / no.	1	2	3	4	5	6	7	8
CAKI-1	75	89	96	46	108	96	nt	-24*
PC-3	68	89	98	28	nt	76	56	-0.8*
RXF 393	85	91	112	28	103	117	57	-57*
786-0	101	88	111	37	88	98	74	-48*
ACHN	88	82	113	31	87	101	65	3.0*
SN12C	90	nt	106	24	107	95	77	nt
TK-10	99	91	107	62	114	88	71	37
UO-31	89	81	87	46	79	90	71	-9.9*
A498	91	91	114	8.4*	94	125	54	-14*

Some entries already given with just SN12C, ACHN and 786-0:
item	canonical_smiles	SN12C	ACHN	786-0
6	CCN(CC)CCCNc1nc(C)cc(Nc2ccc3nc(C)cc(N)c3c2)n1	95	101	98
3	O=S(=O)(Nc1ccc2ccccc2n1)c1cc(Cl)ccc1Cl	106	113	111
2	Cc1ccc(C)c(S(=O)(=O)NC2c3ccccc3Oc3ccccc32)c1	nt	82	88
4	Cc1nc2sc(C(=O)Nc3cccc(Cl)c3)c(N)c2cc1C(O)c1ccccc1 (configuration not stated)	24	31	37

Going on with the list:
9: CCOC(=O)c1ccc(Nc2ncnc3c2c(C)nn3C)cc1
10: CN1CCN(c2ccc(Nc3nc(NCCNC(=O)C4CCCCC4)c4sccc4n3)cc2)CC1
11: CC(/C=C1\SC(=S)N(CC(=O)NC(Cc2ccccc2)C(=O)O)C1=O)=C\c1ccccc1 (configuration not stated)
12: Clc1ccc2n[nH]nc2c1
13: COC1/C=C\OC2(C)Oc3c(C)c(O)c4c(O)c(c(CN(C)CCO)c(O)c4c3C2=O)NC(=O)/C(C)=C\C=C/C(C)C(O)C(C)C(O)C(C)C(OC(C)=O)C1C (configuration not stated)
14: COc1cc(C2Nc3ccccc3-n3cccc32)cc(OC)c1OC (configuration not stated)
15: C/C(Cc1ccc(Cl)cc1)=C(/c1ccc(Cl)cc1)c1ccc(OCCCN(C)C)cc1
16: Cc1nn(-c2ccccc2)c2[nH]c(-c3ccc(Cl)cc3)c(C3C(=O)N(Cc4ccccc4)c4ccc(Cl)cc43)c12 (configuration not stated)
screen / no.	9	10	11	12	13	14	15	16
CAKI-1	97	93	93	100	68	nt	96	85
PC-3	104	83	106	103	97	77	89	92
RXF 393	124	71	113	100	98	102	107	92
786-0	97	66	99	102	96	92	102	98
ACHN	101	96	98	97	103	96	96	110
SN12C	90	95	98	102	105	87	93	96
TK-10	102	121	113	103	114	89	114	103
UO-31	92	78	83	98	80	89	83	96
A498	80	129	111	64	115	86	86	113

17: COc1ccc2oc3c(C)c4c(c(C)c3c2c1)C(=O)N(CCN1CCCCC1)C4=O
18: Nc1ncnc2sc(-c3ccc(Cl)nc3)c(-c3ccccc3)c12
19: O=C(O)COc1cccc(C(=O)/C=C/c2ccc(Cl)cc2)c1
20: CCOc1ccc(Nc2nnc(C(=O)c3c[nH]c4ccccc34)o2)cc1
21: NC(=O)c1c(N)sc2c1CCCC2
22: O=C(CCCCCCN1CC(=O)N2[C@@H](C3CCCCC3)c3[nH]c4ccccc4c3C[C@H]2C1=O)NO
23: CCN(CC)CCNC(=O)c1cc(Cl)c(N)c(C(C#N)=C(C#N)C#N)c1OC
24: CC(=O)c1cn(C(C)=O)c2ccccc12
screen / no.	17	18	19	20	21	22	23	24
CAKI-1	86	92	92	93	97	71	99	91
PC-3	93	86	102	90	108	63	97	85&92
RXF 393	98	89	130	110	133	65	103	105&120
786-0	85	102	106	110	97	88	105	106&90
ACHN	83	83	96	77	102	89	109	105&101
SN12C	87	83	102	98	104	-97*	101	105&97
TK-10	114	103	110	97	108	48	94	111&105
UO-31	78	90	93	90	90	85	88	73&68
A498	107	77	nt	nt	93	82	87	101&112

25: CNC(=O)C(C(=O)OC)c1ccccc1 (configuration not stated)
26: Cc1cccc(N=NC(C#N)C#N)c1
27: O=S(=O)(Nc1ccccc1)c1ccc(C2CC3(Cl)C(Cl)=C(Cl)C2(Cl)C3(Cl)Cl)cc1 (configuration not stated)
28: CC(C)(C)OC(=O)c1ccc(NCc2cc(O)ccc2O)cc1
29: COC(=O)c1[nH]nc2c1C1(C(=O)c3cccc4cccc1c34)C(C#N)=C(N)O2 (configuration not stated)
30: Cc1cc2c(=O)cc(-c3ccccc3)oc2c(C(=O)O)c1C
31: Cc1nc2scc(-c3ccc(Cl)cc3)n2c(=O)c1CCNc1ccc(S(=O)(=O)N=C(N)N)cc1
32: CC(C)CC(=O)Oc1ccccc1NCCCc1ccccc1
screen / no.	25	26	27	28	29	30	31	32
CAKI-1	nt	97	-20*	-36*	80	81	92	96
PC-3	99	119	14	13	84	103	80	85
RXF 393	108	105	33	-68*	94	112	122	109
786-0	101	97	32	-73*	99	104	99	87
ACHN	100	98	40	-67*	100	102	86	108
SN12C	98	111	-19*	7.1*	100	100	99	nt
TK-10	99	135	66	2.5*	122	97	125	120
UO-31	92	85	27	-95*	73	85	54	81
A498	118	94	62	25	82	105	110	82

33: O=C(CCl)Nc1ccc([N+](=O)[O-])cc1[N+](=O)[O-]
34: COc1cc(Cn2cc3c(c2)-c2oncc2CC3)cc(OC)c1OC
35: COc1ccccc1-c1cnc2c(Oc3ccc4c(C)cc(=O)oc4c3)nc(Br)cn12
36: COC1=CC(O)C23OCC(=O)N2c2cccc4c2C(O)(CCC4)C3C1O (configuration not stated)
37: COc1ccc(C(=O)COc2ccc3c(c2)O/C(=C\c2ccc(Cl)cc2)C3=O)cc1
38: Cc1[nH]c(=O)n(C(C)C)c(=O)c1Br
39: O=C1C2CC3C1C1(Cl)C(Cl)C4(Cl)C2C3C1(Cl)C4(Cl)Cl (configuration not stated)
40: C/C(=N/NC(=O)Cn1c2ccccc2c2ccncc21)c1cccs1
screen / no.	33	34	35	36	37	38	39	40
CAKI-1	nt	21	89	nt	105	105	92	nt
PC-3	82	38	76	93	nt	96	88	99
RXF 393	122	46	89	103	50	111	98	99
786-0	90	13	95	104	93	110	104	100
ACHN	102	nt	78	101	97	111	99	103
SN12C	98	30	98	91	118	102	104	104
TK-10	87	53	141	137	114	84	102	127
UO-31	84	28	62	69	70	96	91	94
A498	92	-1.6*	116	111	94	102	87	86

41: O=C1OC2(OC(=O)c3ccccc32)N(c2ccc([N+](=O)[O-])cc2)c2ccccc21 (configuration not stated)
42: CO[C@H](C(=O)[C@@H](O)[C@@H](C)O)[C@@H]1Cc2cc3cc(O[C@H]4C[C@@H](O[C@H]5C[C@@H](O)[C@H](O)C(C)O5)[C@H](O)C(C)O4)c(C)c(O)c3c(O)c2C(=O)[C@H]1O[C@H]1C[C@@H](O[C@H]2C[C@@H](O[C@H]3C[C@@H](OC)[C@H](O)C(C)O3)[C@@H](O)C(C)O2)C(O)(O)C(C)O1 (some centres not stated)
43: O=[N+]([O-])c1cccnc1Cl
44: O=c1[nH]c(=S)[nH]cc1Oc1ccc(Br)cc1Br
45: O=c1oc2c(cc1-c1ccccc1)c(=O)[nH]c1ccccc12
46: N#Cc1c(-c2ccccc2)cc(-c2cc(O)ccc2O)nc1N
47: CCOC(=O)N/N=C/c1ccc(OC)cc1
48: COc1ccc2c(c1)O/C(=C\c1cccc(O)c1)C2=O
screen / no.	41	42	43	44	45	46	47	48
CAKI-1	nt	6.9*	114	110	97	72	131	93
PC-3	103	19	107	103	96	nt	100	103
RXF 393	96	-58*	100	111	102	89	97	107
786-0	96	11	97	108	86	68	106	94
ACHN	104	0.7*	105	107	102	66	105	102
SN12C	100	8.1*	96	88	97	92	113	96
TK-10	93	12	110	111	99	78	112	116
UO-31	93	3.2*	94	89	97	85	88	79
A498	91	-36*	nt	115	97	nt	101	86

49: O=C(CSc1nc2c(c(=O)[nH]1)CCCC2)Nc1ccccc1C(=O)O
50: FC(F)(F)c1ccc(-c2nnc(Nc3ccccc3)s2)cc1
51: O=C(Cc1ccc(/C=C/C(=O)c2ccccc2O)cc1)Nc1cccc2ccccc12
52: CN(C)CCOC(=O)Nc1cc(Cl)cc(Cl)c1
53: C/C(=N/N=C(N)N)c1ccc(F)cc1
54: C/C(=N\N=C(/C)c1ccc(C)cc1)c1ccc(C)cc1
55: CCOC(=O)C1=C(C(F)(F)F)NC(=S)NC1CN1C(=O)c2ccccc2C1=O (configuration not stated)
56: N#Cc1c(-c2ccc(Cl)cc2)c(C#N)c(=O)n(-c2nc3ccccc3s2)c1N
screen / no.	49	50	51	52	53	54	55	56
CAKI-1	89	88	95	99	nt	98	88	nt
PC-3	106	108	74	92	48	103	91	76
RXF 393	108	111	110	108	71	112	113	92
786-0	103	96	101	92	98	82	100	85
ACHN	106	100	104	99	101	111	105	82
SN12C	93	95	nt	99	97	101	105	102
TK-10	106	111	98	110	113	106	107	nt
UO-31	82	101	84	91	86	97	98	75
A498	173	99	99	91	119	92	133	55

57: Brc1ccc2[nH]cc(-c3nc(-c4c[nH]c5ccncc45)cs3)c2c1
58: O=C1/C(=C/c2ccc(SC(F)(F)F)cc2)Cc2cc3c(cc21)OCO3
59: O=C1C(Nc2ccc(Cl)cc2)=C(I)C(=O)c2ncccc21
60: CCSC(SCC)C(O)C(O)C(O)CO (configuration not stated)
61: C#CC(=O)/C=C/CCCCCCC#CC(=O)CCC(=O)C#CCCCCCC/C=C/C(=O)C#C
62: CC1(c2ccc(O)cc2)N=C(N)Nc2nc3ccccc3n21 (configuration not stated)
63: CC/C=C\C[C@H](F)C/C=C1/C(=O)C=C[C@@H]1C/C=C\CCCC(=O)OC
64: CN(C)CCC(c1ccccc1)c1ccccn1 (configuration not stated)
screen / no.	57	58	59	60	61	62	63	64
CAKI-1	-93*	85	-17*	89	nt	107	9.4*	101
PC-3	-67*	94	37	87	12	105	13	95
RXF 393	-92*	110	42	95	-37*	122	-45*	125
786-0	-91*	94	26	103	-47*	nt	5.1*	96
ACHN	-95*	102	-99*	95	nt	98	-52*	98
SN12C	-86*	101	-22*	92	-25*	129	-14*	104
TK-10	-53*	110	47	117	33	115	50	103
UO-31	-84*	94	-51*	82	-91*	95	-4.8*	93
A498	56	113	100	105	93	114	85	119

65: CCC(C)N(CCNc1cc(OC)cc2cccnc12)CCC(C)C (configuration not stated)
66: CC1(C)C(C(=O)O)N2C(=O)C[C@H]2S1(=O)=O (some centres not stated)
67: O=C(OCCO)N1CCN(CCO)CC1
68: Cc1cc(-c2ccccc2)n2nc3[nH]c(=O)c(=O)n-3nc2c1C#N
69: O=[N+]([O-])c1cc(Cl)c2[nH]c3c(Cl)cc([N+](=O)[O-])cc3c2c1
70: COc1cc(-c2nc(-c3ccccc3)[nH]c2-c2ccnc(NCCCNS(=O)(=O)c3ccccc3)n2)ccc1F
71: C=CCN(CN(CC)CC)CN(CC)CC
72: CCOC(=O)c1c(Cl)c(Cl)c(Cl)c(Cl)c1C(=O)OCC
screen / no.	65	66	67	68	69	70	71	72
CAKI-1	91	94	90	87	-34*	85	103	96
PC-3	79	84	98	95	4.3*	44	105	97
RXF 393	nt	115	113	115	12	65	115	108
786-0	96	107	104	107	8.9*	74	102	100
ACHN	75	105	101	95	-10*	56	97	100
SN12C	93	100	112	98	2.7*	78	110	104
TK-10	97	97	106	131	-23*	110	105	109
UO-31	78	86	103	66	-14*	52	89	nt
A498	73	94	102	127	-27*	87	95	nt

73: CCCc1cc(=O)oc2c(C(=O)CC(C)C)c(O)c(CC=C(C)C)c(O)c12
74: CCCCCC(=O)Oc1ccc(OCc2ccccc2)cc1
75: Cc1c(-c2ccccc2)n(O)[n+]([O-])c1-c1ccccc1
76: Cn1c(=O)c(-c2ccccc2)cc2ccccc21
77: Cc1cc(C)c2c(c1C)C(=O)CCC2
78: Nn1c(N/N=C/c2sc3ccccc3c2Br)n[nH]c1=S
79: CCCCCCCCCCCCNC(=S)N/N=C/c1ccc(Cl)cc1
80: CC(=O)[C@H]1CC[C@H]2[C@@H]3CCc4cc(O)ccc4[C@H]3CC[C@]12C
screen / no.	73	74	75	76	77	78	79	80
CAKI-1	11	44	102	96	100	70	97	79
PC-3	6.9*	51	98	94	102	81	112	85
RXF 393	27	87	123	121	126	111	130	92
786-0	29	79	100	108	104	100	105	98
ACHN	28	nt	109	98	104	93	110	91
SN12C	12	84	93	107	109	92	105	98
TK-10	27	82	111	101	107	180	113	95
UO-31	20	11	91	69	102	82	95	68
A498	-16*	84	106	92	117	nt	99	89

81: CCOC(=O)C(Br)=P(c1ccccc1)(c1ccccc1)c1ccccc1
82: Cc1cc(CC(=O)NCCO)n(CCO)c(=O)c1
83: CC(C)(C)c1ccc(C(=O)C2CC2)cc1
84: O=C(NNc1ccc(-c2ccccc2)nn1)c1ccc(F)cc1
screen / no.	81	82	83	84
CAKI-1	83	101	99	62
PC-3	100	104	109	105
RXF 393	80	110	106	82
786-0	103	108	105	78
ACHN	104	106	101	91
SN12C	101	103	109	95
TK-10	117	94	97	83
UO-31	nt	94	110	81
A498	109	89	106	68
